High-throughput results deposited in PubChem by National Center for Advancing Translational Sciences (NCATS).
APEX1 inh = blocks human APE1 abasic DNA cleavage | P27695 | recombinant APE1, TAMRA/BHQ-2 abasic DNA cleavage fluorescence | Potency, µM (top dose mostly 65.8 µM), without a hit: at the highest dose activity change, negative = inhibition, actives largely listed as inhibitors | hit rate 0.35% among 350,000;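 further: potency means the concentration at half of the fitted maximal effect; plate controls were vehicle for no effect and reference inhibitor for full effect; nearly all actives have a fitted effect of over 55% in size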
Target sequence (P27695 whole entry, looked up): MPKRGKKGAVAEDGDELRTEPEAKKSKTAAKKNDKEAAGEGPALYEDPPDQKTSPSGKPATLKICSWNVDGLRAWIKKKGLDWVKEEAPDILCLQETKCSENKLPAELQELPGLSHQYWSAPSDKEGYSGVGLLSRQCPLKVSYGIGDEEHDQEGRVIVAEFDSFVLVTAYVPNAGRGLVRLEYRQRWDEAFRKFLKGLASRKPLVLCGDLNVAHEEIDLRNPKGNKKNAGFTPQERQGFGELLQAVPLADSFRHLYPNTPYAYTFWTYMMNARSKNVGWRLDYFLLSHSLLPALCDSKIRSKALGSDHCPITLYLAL
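Incision of a quenched TAMRA/BHQ-2 THF abasic-site duplex (50 nM) by 0.75 nM APE1, after 15 min compound preincubation, measured as fluorescence increase over three 60 s reads. Values normalized to buffer, DMSO and NSC13755 control wells.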
Pol kappa inh = blocks human DNA polymerase kappa activity | Q9UBT6 | purified Pol kappa, fluorescent DNA synthesis assay, 10 min | Potency, µM (highest dose often 107 µM), for the others: top-dose activity, negative = inhibition, usual class: inhibitors | hit rate 0.53% among 400,000; further: potency means the concentration at half of the fitted maximal effect; on the % scale 0 is the no-effect control and ±100 the full control effect
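Inhibition of 10 nM Pol kappa is measured by a fluorescent read-out at 0 and 10 min following addition of 50 nM substrate (final), with a 15-min room-temperature compound preincubation.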
Tb PGK inh = blocks T. brucei phosphoglycerate kinase | P07378 | PGK/GAPDH coupled, Kinase-Glo luminescence, 60 min | Potency, µM (titrated, usually from 57.5 µM), for the others: at the top dose activity change, negative = inhibition, hits mostly inhibitors | hit rate 0.043% among 380,000; further: potency means the concentration at half of the fitted maximal effect; on the % scale 0 is the no-effect control and ±100 the full control effect; nearly all actives have a fitted effect of over 60% in size
Target sequence (P07378 whole entry, looked up): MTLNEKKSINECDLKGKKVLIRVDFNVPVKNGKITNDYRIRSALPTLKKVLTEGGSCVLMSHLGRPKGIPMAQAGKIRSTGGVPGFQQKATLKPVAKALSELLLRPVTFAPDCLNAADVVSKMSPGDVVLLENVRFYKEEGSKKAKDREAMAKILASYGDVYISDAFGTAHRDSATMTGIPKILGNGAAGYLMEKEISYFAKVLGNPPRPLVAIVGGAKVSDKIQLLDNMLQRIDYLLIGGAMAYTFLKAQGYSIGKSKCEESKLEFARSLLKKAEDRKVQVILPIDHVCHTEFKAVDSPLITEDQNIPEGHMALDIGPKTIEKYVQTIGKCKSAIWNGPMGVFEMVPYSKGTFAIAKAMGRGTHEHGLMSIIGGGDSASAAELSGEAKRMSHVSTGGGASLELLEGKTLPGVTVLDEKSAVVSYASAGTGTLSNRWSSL
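Recombinant glycosomal PGK reaction used 1,3-bisphosphoglycerate generated in-well by GAPDH (100nM final) in 100mM TEA pH 7.6, 5mM MgCl2, 0.01% Tween-20. After 60 minutes at room temperature, ATP was read by Kinase-Glo Plus luminescence end-point.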
RXFP1 antag = antagonists of human relaxin receptor RXFP1; hit rate 0.59% among 350,000; HEK293-RXFP1, relaxin-stimulated cAMP HTRF, 30 min; hits give low values; AID 1259400; Q9HBX9; activity change, negative = inhibition, % at 57.5 µM;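 active means activity change of -60% or lower, but not beyond a set lower limit; inconclusive means change between -60% and -40%, or beyond the set limit; inactive means change above -40%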; further: on the % scale 0 is the no-effect control and ±100 the full control effect
Apoferritin bind = binds horse apoferritin like a general anesthetic; apoferritin/1-aminoanthracene competitive binding, fluorescence; P02791; AID 485281; hit rate 0.074% among 350,000; Potency, µM (top dose mostly 77.5 µM), for the others: at the highest dose activity change, negative = displacement, actives largely listed as inhibitors; further: potency means the concentration at half of the fitted maximal effect; on the % scale 0 is the no-effect control and ±100 the full control effect; nearly all actives have a fitted effect of over 20% in size
Target sequence (P02791 2-175 limits assumed): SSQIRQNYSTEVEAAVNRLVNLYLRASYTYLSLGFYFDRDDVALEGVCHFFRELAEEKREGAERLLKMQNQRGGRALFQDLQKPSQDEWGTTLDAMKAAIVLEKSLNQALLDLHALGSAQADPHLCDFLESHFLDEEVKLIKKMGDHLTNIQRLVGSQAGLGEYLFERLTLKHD
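Read-out: endpoint 1-AMA fluorescence, excitation 380 nm and emission 535 nm, after compounds sit 10 min at room temperature with 10 uM horse-spleen apoferritin in 50% saturated 1-AMA/PBS. Values come from four-parameter Hill fits.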
POLB inh = inhibitors of human DNA polymerase beta. P06746. Pol beta primer extension/strand displacement, fluorescence kinetic. Potency, µM (highest dose often 114 µM), for inactives: at the highest dose activity change, negative = inhibition, actives largely listed as inhibitors. hit rate 1.3% among 340,000. AID 485314; further: potency means the concentration at half of the fitted maximal effect; on the % scale 0 is the no-effect control and ±100 the full control effect
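Preincubation: enzyme (10 nM) with compound, 15 min, RT. Reaction: substrate added to 50 nM final. Reads: 0 and 10 min. Analysis: normalized, Hill fit.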
Pol eta inh = inhibitors of human DNA polymerase eta; recombinant Pol eta, fluorescent DNA replication assay; Potency, µM (titrated, usually from 114 µM), for the others: at the highest dose activity change, negative = inhibition, most hits filed as inhibitors; hit rate 1.2% among 390,000; further: potency means the concentration at half of the fitted maximal effect; on the % scale 0 is the no-effect control and ±100 the full control effect
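Fluorescent replication assay: 50 nM final substrate added after a 15 min room-temperature compound preincubation with 10 nM enzyme. Signal taken at 0 min and again at 10 min.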
BLM inh = blocks DNA unwinding by human BLM helicase; recombinant BLM DNA unwinding, fluorescence dequenching; Potency, µM (doses to about 56.1 µM), for the others: top-dose activity change, negative = inhibition, most hits filed as inhibitors; hit rate 0.2% among 350,000; P54132; AID 2528;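 further: potency means the concentration at half of the fitted maximal effect; plate controls were vehicle for no effect and no enzyme for full effect; nearly all actives have a fitted effect of over 35% in size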
Pol iota inh = blocks human DNA polymerase iota activity. Q9UNA4. Pol iota fluorescent replication assay, 10 min. Potency, µM (highest dose often 115 µM), inactives show at the top dose activity, negative = inhibition, actives largely listed as inhibitors. hit rate 1% among 390,000. AID 588590; further: potency means the concentration at half of the fitted maximal effect
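Pol iota at 10 nM preincubated 15 min with compounds at room temperature; reaction started with fluorescent substrate, 50 nM final. Fluorescence read kinetically at 0 and 10 min; buffer-only wells as negative control.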
* = called active by the depositor; i = inactive; ? = inconclusive; · = not tested or not shown; & = joins results of further samples; [ ] = dose if it differs, or a comment. Unless noted, the call rests on the fitted dose curve; in most records, active means well fitted curve in the direction sought with a large enough effect; inconclusive means small, poorly fitted or top-dose-only effect, or another doubt; inactive means no such curve, though single readings can be large; an effect the other way counts as inactive or inconclusive. These rows are one share of the data, so the mix of outcomes need not match the whole.

Sequence of screens: APEX1 inh, Pol kappa inh, Tb PGK inh, RXFP1 antag, Apoferritin bind, POLB inh, Pol eta inh, BLM inh, Pol iota inh
- CC(=O)N1CCc2cc(S(=O)(=O)NC(CC(C)C)C(=O)Nc3cc(C(=O)O)ccc3C)ccc21 (stereo not drawn)
 : -2%, -2%, 2%, 1, 2%, -29%, -19%, 1%, 46%[activator]
- CC(C)c1ccc(NC(=O)C2C3C=CC(CC3)C2C(=O)O)cc1 (stereo not drawn)
 : ·, -16%, i, 11, ·, ·, -3%, ·, 185%[activator]
- COc1cccc(-n2c(SCC(=O)N3CCc4ccccc43)nnc2-c2c[nH]c3ccccc23)c1
 : 10%, -3%, 0%, 2, -2%, 0%, -4%, -6%, -1%
- OC(COc1ccccc1)Cn1cc(Br)cn1 (stereo not drawn)
 : 17%, -3%, 4%, -4, -12%, 15%, 9%, -3%, 10%
- CCc1ccc([C@@H]2CC=C(C(=O)O)[C@H](c3ccccc3F)N2S(=O)(=O)c2ccc(C)cc2)cc1
 : -7%, -22%, -8%, ·, ·, ·, 5%, ·, -8%
- Cc1nn(-c2ccccc2)c2c1C1(C(=O)N(C)c3ccccc31)N(c1ccccc1)C(=O)N2 (stereo not drawn)
 : 1%, -10%, i, 0, -11%, -2%, -16%, 2%, -4%
- CC(=O)c1cccc(NC(=O)C(C)N2CCc3ccccc3C2)c1 (stereo not drawn)
 : -5%, -5%, 0%, -7, -7%, 7%, -13%, -2%, 27%
- CCn1nnnc1NCc1c(OC)ccc2ccccc12
 : -6%, -18%, -4%, -15, -6%, 1%, -5%, 1%, 79%[activator]
- Cc1csc(NC(=O)CN(C)S(=O)(=O)c2cccc3cccnc23)n1
 : 0%, -3%, -6%, ·, -2%, ?, 1%, 3%, 2%
- O=C(NCc1cccc(Cl)c1)c1cccc(OC2CCN(C(=O)C3CC3)CC2)c1
 : -24%, 0%, -1%, -6, -7%, 12%, -19%, -4%, 32%[activator]
- COc1ccc(NC(=O)C2CCN(C(=O)Nc3ccccc3)CC2)cc1S(=O)(=O)N(C)C
 : 45%[activator], 0%, -9%, 5, ·, ·, -2%, ·, 17%
- CC(C)C[C@@H](NC(=O)[C@@H](O)[C@H](N)Cc1ccccc1)C(=O)O
 : 11%&2%, -18%[60.1 µM], ·, ·, -6%, ·, ·, 1%, ·
- COc1ccccc1Nc1nc(-c2ccccc2)nc2ccccc12
 : -2%, 4%, ·, -10, 138%[activator], 1%, -13%, -6%, 8%
- NC1=NC(=O)/C(=C/c2c(OS(=O)(=O)c3ccc(Cl)cc3)ccc3ccccc23)S1
 : -1%, -14%, 3%, -28, 0%, 7%, -16%, -1%, 23%
- Cc1cc(C)cc(C(=O)OCC(=O)NCc2ccco2)c1
 : -22%, ?, -3%, -2, ·, ·, ?, ·, ?
- O=C(COC(=O)COc1ccccc1[N+](=O)[O-])NC1CCCCC1
 : 12%, -4%, -5%, -13, ·, ·, -6%, ·, -20%
- CCN(CC(=O)NC1CCS(=O)(=O)C1)C(=O)c1ccc(OC)c([N+](=O)[O-])c1 (stereo not drawn)
 : -2%, -1%, -10%, -11, ·, ·, -21%, ·, 31%[activator]
- CCC(Cc1ccccc1)NC(=O)C1CCCCC1 (stereo not drawn)
 : 53%[activator], -10%, -5%, 6, 0%, -1%, -11%, -5%, -2%
- Cc1c(C(=O)NCc2cccnc2)oc2ccc(S(=O)(=O)N3CCC4(CC3)OCCO4)cc12
 : 2%, -7%, ·, 7, -13%, -10%, 11%, -1%, 21%
- COc1ccc(NC(=O)CN(C)C(=O)CCCN2C(=O)c3cccc4cccc(c34)C2=O)cc1
 : 4%, -7%, -6%, 5, ·, ·, -1%, ·, -6%
- COC(=O)c1c(C)nc2nonc2c1N
 : 1%, 3%, 8%, -4, 376%[activator], 4%, -25%, 0%, 31%[activator]
- Cc1ccc(-n2nnnc2CNC(=O)c2cc(C(F)(F)F)cc(C(F)(F)F)c2)cc1C
 : ·, -17%[60.1 µM], 7%, ?, 52%[activator], -15%, -17%, -10%, -16%
- CCN(CC(=O)Nc1cc(C)on1)CC(=O)Nc1ccccc1C(F)(F)F
 : 6%, -16%, 0%, -3, ·, ·, -12%, ·, -17%
- COc1ccc2c(CN3CCN(S(=O)(=O)c4cccs4)CC3)cc(=O)oc2c1
 : 1%, -18%, -1%, -2, -9%, 3%, -13%, -2%, 18%
- Cc1cc(C)cc(NC(=O)N2CCCC2C(=O)Nc2ccc(-n3cnnn3)cc2)c1 (stereo not drawn)
 : 2%, 6%, -1%, -2, -18%, 13%, 7%, -5%, 8%
- Cc1ccc(CNc2ncccc2-c2nc3cc(Cl)ccc3o2)cc1
 : -3%, -3%, -4%, -9, 15%, 2%, -6%, -2%, -6%
- CCCCn1c(NC(C)CC)nc2c1c(=O)[nH]c(=O)n2C (stereo not drawn)
 : 4%, -13%, 7%, -3, -20%, 19%, -8%, -1%, -6%
- CC1(C)CC(=O)C2=C(C1)N(Cc1cccnc1)C(=O)C2(NC(=O)C1CC1)C(F)(F)F (stereo not drawn)
 : 3%, 7%, -7%, -13, 5%, -4%, -1%, -9%, 11%
- COc1ccc(-c2cc(C(F)(F)F)n3nc(C(=O)Nc4cc(Cl)cc(Cl)c4)cc3n2)cc1
 : ·, 12%, -7%, -4, 2%, 30%, -12%, -1%, 20%
- CC1(C)CC(NCCC(c2ccccc2)c2ccco2)CCO1 (stereo not drawn)
 : 2%, -1%, -1%, 5, -15%, 4%, -20%, 3%, 40%[activator]
- Cc1c(NC(=O)c2ccc(CC(C)C)o2)c(=O)n(-c2ccccc2)n1C
 : -10%, -22%, -4%, 5, 4%, 26%, -26%, -3%, 7%
- COC(=O)c1c(-c2cccs2)csc1NC(=O)c1ccc(C(C)(C)C)cc1
 : ·, -5%, -7%, 4, -6%, 3%, -16%, -10%, 24%
- O=C(CSc1nc2ccccc2c(=O)n1-c1ccccc1)c1c[nH]c2ccccc12
 : 23%, 3%, -8%, -8, -8%, -4%, 5%, -3%, 28%
- CCNC(=O)c1ccc(C2SCC(=O)N2Cc2ccco2)cc1 (stereo not drawn)
 : -2%, 5%, i, -8, -9%, 21%, -8%, -3%, 18%
- Cc1[nH]c2ccc(C(=O)O)cc2c1C
 : ?, -6%, ·, 2, -1%, 7%, -5%, 0%, ?
- COc1ccc(Cc2nn[nH]n2)cc1
 : 0%, -10%, -1%, 2, 17%, -18%, -15%, -1%, -3%
- C#CCOCCOCCOCCNc1nc(N2CCN(C(=O)[C@H]([C@@H](C)CC)n3cc(CCCCN)nn3)CC2)nc(N2CCN(C(=O)[C@H](CCCCN)n3cc(CC(C)O)nn3)CC2)n1 (stereo partly drawn)
 : 5%, -4%, -1%, ·, ·, ·, -4%, ·, ?
- Cc1cccc(N2CCN(S(=O)(=O)c3ccc4c(c3)NC(=O)CO4)CC2)c1C
 : 11%, 4%, i, 1, -10%, 5%, -14%, -2%, -3%
- O=C(CN1C(=O)C(c2ccccc2)Oc2cccnc21)NCc1ccccc1F (stereo not drawn)
 : 14%, -3%, i, 4, -10%, 6%, -12%, -5%, 33%[activator]
- Cc1ccc2c(CN3CCN(Cc4ccccc4)CC3)cc(=O)oc2c1
 : 0%, -14%, -1%, -2, -16%, 42%, -7%, 1%, 12%
- CCOc1ccc(C(=O)Nc2ccc3c(c2)OCCO3)cc1OC
 : -3%, -9%, -10%, -18, 0%, -14%, -7%, -1%, -12%
- CCOc1ccccc1NC(=O)c1c(C)cc(C)nc1SCC(=O)c1cccc(OC)c1
 : ·, -17%, -3%, 1, -11%, 3%, -12%, -7%, 2%
- COc1ccccc1NC(=O)Cn1cc(C#N)c2ccccc21
 : 2%, -2%, i, -6, 239%[activator], 8%, -15%, -3%, 10%
- Nc1nc(N2CCOCC2)nc2ccccc12
 : -1%, -6%, -5%, -5, -1%, 2%, 3%, 2%, -12%
- CC(C)(C)OC(=O)N1CCOCCOCCN(C(=O)OC(C)(C)C)CCOCCOCC1
 : 5%, 6%, i, -21, -2%, 0%, -9%, -1%, 5%
